# Assay outcomes from PubChem BioAssay.
# Htt clearance = compounds clearing mutant huntingtin protein; HeLa Exon1htt(103Q)mCFP, aggregate imaging; zero = plate's median compound well; inhibition, % at 1.5 µM; 0.42% of 47,000 active; AID 853;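 active = inhibition of aggregate fluorescence above about 70%, also judged a hit by eye on the cell image, limit read from the data, passing the limit was not always enough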;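 also: cells exposed to compound for three days before fixation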
# Htt clearance grain fraction = second read-out of Htt clearance, no call of its own (marks repeat the call); fraction fluorescence in grains; measured here: aggregate grain fluorescence fraction; stronger effect = lower value;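 scaled fraction of total cell fluorescence in grains with unit not stated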
# * = called active by the depositor. The list is partial (hit frequency here may not be typical).
Cc1ccc(S(=O)(=O)N2CCOCC2)cc1C(=O)OCC(=O)N1CCc2ccccc2C1
  Htt clearance = 42.9
  Htt clearance grain fraction = 11.7

OC(CN1CCOCC1)C12CC3CC(CC(C3)C1)C2 (stereo not given)
  Htt clearance = 19.1
  Htt clearance grain fraction = 28.4

Cc1ccc(C(=O)C2=C(O)C(=O)N(CCN(C)C)C2c2ccccn2)o1 (stereo not given)
  Htt clearance = 48.7
  Htt clearance grain fraction = 19.1

O=C(c1ccc(Cn2c(=O)[nH]c3ccccc3c2=O)cc1)N1CCN(c2ccc(F)cc2)CC1
  Htt clearance = 8.6
  Htt clearance grain fraction = 28.1

O=C(O)C(CC(=O)N1CCOCC1)NCc1ccccc1 (stereo not given)
  Htt clearance = 3.7
  Htt clearance grain fraction = 17.2

CCc1c(C)sc(NC(=O)c2ccco2)c1C(=O)N1CCOCC1
  Htt clearance = 17.7
  Htt clearance grain fraction = 15.5

COC(=O)Nc1nc2c(C)cccc2s1
  Htt clearance = -39.4
  Htt clearance grain fraction = 27.2

COc1ccc(OC)c(NC(=O)CSc2nc3c(c(=O)n(C)c(=O)n3C)n2C)c1
  Htt clearance = 18.5
  Htt clearance grain fraction = 33

Cc1ccc(-c2n[nH]c(=S)n2-c2ccccc2)cc1
  Htt clearance = 44.9
  Htt clearance grain fraction = 10

Cc1nn(-c2ccccc2)c2sc(C(=O)N3CCOCC3)cc12
  Htt clearance = -30.4
  Htt clearance grain fraction = 25.3

Cc1ccc(C)c(OCC(=O)Nc2ccc3c(c2)OCO3)c1C
  Htt clearance = 34.3
  Htt clearance grain fraction = 12.9

Fc1cccc(Nc2cc(-n3cccn3)ncn2)c1
  Htt clearance = 47.5
  Htt clearance grain fraction = 9.86

CCOc1ccccc1OCC(=O)Nc1ccc(S(=O)(=O)N(C)C)cc1
  Htt clearance = 4.0
  Htt clearance grain fraction = 19.8

O=C(O)Cn1c(C(F)(F)F)nc2ccccc21
  Htt clearance = -37.8
  Htt clearance grain fraction = 25.2

Cc1cc(=O)n2ccccc2c1C#N
  Htt clearance = 8.4
  Htt clearance grain fraction = 21.4

O=C(c1ccco1)N1CCN(c2ncnc3c2nnn3Cc2ccccc2Cl)CC1
  Htt clearance = 18.8
  Htt clearance grain fraction = 15.7

# By substructure: the compounds so far with a carbonyl joined to an NH by a bond outside any ring.
CCc1c(C)sc(NC(=O)c2ccco2)c1C(=O)N1CCOCC1
  Htt clearance = 17.7
  Htt clearance grain fraction = 15.5

COC(=O)Nc1nc2c(C)cccc2s1
  Htt clearance = -39.4
  Htt clearance grain fraction = 27.2

COc1ccc(OC)c(NC(=O)CSc2nc3c(c(=O)n(C)c(=O)n3C)n2C)c1
  Htt clearance = 18.5
  Htt clearance grain fraction = 33

Cc1ccc(C)c(OCC(=O)Nc2ccc3c(c2)OCO3)c1C
  Htt clearance = 34.3
  Htt clearance grain fraction = 12.9

CCOc1ccccc1OCC(=O)Nc1ccc(S(=O)(=O)N(C)C)cc1
  Htt clearance = 4.0
  Htt clearance grain fraction = 19.8
